GPR55 antagonists: GPR55 antagonists blocking LPI-driven arrestin recruitment, primary screen, imaging, U2OS, beta-arrestin-GFP, LPI agonist (AID 2013); U2OS GPR55 beta-arrestin-GFP translocation imaging, LPI antagonism; higher % means a stronger effect; inhibition, % at 10 µM, or IC50 in µM where a hit was titrated; 290,000 compounds, 0.13% hits;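 active means spots per cell inhibited over 60%, with over 100 cells counted and total cytoplasm intensity under 500,000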;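 further: U2OS cells stably carrying GPR55 and arrestin-GFP stimulated by 5 µM LPI near EC80; imaged beta-arrestin-GFP aggregate spots per cell after agonist stimulation; plate controls were LPI-stimulated DMSO wells for no effect and DMSO wells without LPI for full effect; some results filed as inactive read as strong as hits; confirmed hits need IC50 under 10 µM and bright autofluorescent wells are also inconclusive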
SV40 large T antigen: TAg ATPase/helicase activity blockers – biochemical (AID 1903); SV40 large T antigen ATPase/helicase inhibition assay; higher % means a stronger effect; inhibition, % at 20 µM; hits with a dose series show IC50 in µM; 310,000 compounds, 0.39% hits; in the data active means a potency from the dose series; further: strong numbers were not always called active
GPR55 activation: selective activators of receptor GPR55 – imaging, U2OS cells, beta-arrestin-GFP redistribution, primary screen (AID 1961); U2OS GPR55 beta-arrestin-GFP redistribution imaging; higher % means a stronger effect; one-dose activation, % at 10 µM; EC50 in µM for titrated hits; 290,000 compounds, 0.048% hits;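 active means activation above 40% with more than 50 cells counted in the well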;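 further: U2OS osteosarcoma cells stably expressing GPR55 and beta-arrestin-GFP; plate controls were DMSO negative control for no effect and LPI positive control for full effect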
Rac1 GTP hydrolysis: MgcRacGAP GTPase-activating activity inhibitors, confirmation, biochemical, ADP Hunter fluorescence. MgcRacGAP-stimulated Rac1 GTP hydrolysis, ADP Hunter fluorescence; higher % means a stronger effect; GST-tagged Rac1 F28L mutant substrate. inhibition, % at 30 µM; hits with a dose series show IC50 in µM. 340,000 compounds, 0.6% hits. AID 624330;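 active means first-screen hits whose inhibition reached a set limit at any dose in the follow-up dose series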;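 further: fluorescence reports GDP produced by GAP-driven GTP hydrolysis; strong numbers were not always called active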
NTR1 agonist: NTR1-driven beta-arrestin-GFP spot formation – imaging, U2OS cells, high content, primary screen (AID 493036) | P30989 | agonist mode | activation, % at 20 µM | 330,000 compounds, 0.17% hits;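 active means activation at or above 40% of the spot to cytoplasm intensity ratio, with at least 20 cells analyzed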;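 further: 0% = DMSO without peptide and 100% = 100 nM NTR1 peptide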
Target sequence (P30989 whole entry, looked up): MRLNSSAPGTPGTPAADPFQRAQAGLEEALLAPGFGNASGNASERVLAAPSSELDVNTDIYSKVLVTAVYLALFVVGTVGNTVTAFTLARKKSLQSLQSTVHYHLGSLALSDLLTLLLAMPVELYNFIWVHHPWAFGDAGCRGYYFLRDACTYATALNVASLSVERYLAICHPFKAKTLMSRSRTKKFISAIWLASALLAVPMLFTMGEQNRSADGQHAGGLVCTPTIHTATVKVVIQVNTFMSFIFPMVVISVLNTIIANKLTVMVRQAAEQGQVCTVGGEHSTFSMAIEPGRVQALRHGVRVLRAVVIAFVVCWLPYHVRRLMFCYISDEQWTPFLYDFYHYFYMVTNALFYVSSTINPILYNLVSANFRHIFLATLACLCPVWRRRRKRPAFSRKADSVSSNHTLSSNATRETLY
T cell HTS: modulates CD8 T cell binding to vesicles; calls only at 7 µM; 2C CD8+ T cell-vesicle binding, flow cytometry; stronger effect = lower value; 330,000 compounds, 0.068% hits;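 active means response, share of CD8 T cells binding vesicles, and their 90th percentile fluorescence all below set limits, cut at about 80% in these data, passing the limit was not always enough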
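Incubation: binding step 1.5 h, 37 °C, antibody labelling 20 min, ice; system: murine 2C transgenic CD8+ T lymphocytes; technique: cytometric PE anti-B7-1 and Alexa647 anti-CD8 signals after 1% paraformaldehyde fixation; also added: QL9-charged Drosophila Ld/ICAM-1/B7-1 vesicles; control set: naked versus QL9-loaded vesicles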
Hep lipid drop: modulators of hepatic lipid droplet formation | AML12 mouse hepatocytes, oleate lipid droplets, BODIPY imaging | inhibition, % at 6.5 µM | 240,000 compounds, 0.4% hits;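 active means lipid droplet intensity inhibited by at least 50%, with more than 500 cells counted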
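Material – AML12 mouse liver cells · Also added – oleate loading, 100 µM · Compound dosing – 6.5 µM single-point dosing · Times – overnight treatment with compound plus oleate · Measured by – fluorescence imaging, 20x objective, two fields per well · Read-out – percent inhibition of filter-corrected integrated lipid droplet intensity per well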
LYP inhibition: inhibitors of LYP phosphatase, biochemical, fluorescence intensity, uHTS (AID 1779); recombinant LYP phosphatase, fluorescence intensity; higher % means a stronger effect; inhibition, % at 11.5 µM, or IC50 in µM where a hit was titrated; 290,000 compounds, 0.054% hits; in the data active means inhibition above about 50%;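 further: plate controls were vehicle with enzyme for no effect and no enzyme for full effect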
GPR35 arrestin U2OS: inhibition of zaprinast-stimulated GPR35 beta-arrestin translocation – imaging, U2OS, beta-arrestin-GFP, zaprinast agonist, primary screen (AID 2058); U2OS GPR35 beta-arrestin-GFP translocation imaging, zaprinast antagonism; higher % means a stronger effect; inhibition, % at 10 µM, or IC50 in µM where a hit was titrated; 290,000 compounds, 0.052% hits;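 active means inhibition of at least 50% with at least 30 cells and total cytoplasm GFP at most 10,000,000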
Hep lipid drop cells 6.5 µM: further read-out of Hep lipid drop, marked with its call; cell count; measured here: cell count, cytotoxicity flag;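 cells counted across two imaged fields per well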
T cell HTS vesicle-bound %: second read-out of T cell HTS, no call of its own (marks repeat the call); double positive events, %; measured here: CD8+ vesicle-bound cell fraction;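 binding gate set so that unloaded-vesicle control wells show 10% double positive cells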
NTR1 agonist cell count 20 µM: recorded beside NTR1 agonist, whose call it bears; cell count; measured here: cell count, cytotoxicity flag
* = called active by the depositor.

The first two records (preview)
COc1cccc(C(=O)COc2ccccc2N2C(=O)C3C4C=CC(C4)C3C2=O)c1 (stereo not given) was read as GPR55 antagonists -7%, SV40 large T antigen 11%, GPR55 activation -0.3%, Rac1 GTP hydrolysis 1%, NTR1 agonist -0.5, T cell HTS inactive, Hep lipid drop -51, LYP inhibition 0%, GPR35 arrestin U2OS 4%, Hep lipid drop cells 6.5 µM 666, T cell HTS vesicle-bound % 46 and NTR1 agonist cell count 20 µM 43.
`COc1ccc(Nc2nccc(OC)c2C#N)cc1` gave GPR55 antagonists 15%, SV40 large T antigen 2%, GPR55 activation 0.2%, Rac1 GTP hydrolysis 5%, NTR1 agonist -0.9, T cell HTS inactive, LYP inhibition -4%, GPR35 arrestin U2OS -14%, T cell HTS vesicle-bound % 26 and NTR1 agonist cell count 20 µM 57.

The list itself, repeating the preview:
COc1cccc(C(=O)COc2ccccc2N2C(=O)C3C4C=CC(C4)C3C2=O)c1 (stereo not given) was read as GPR55 antagonists -7%, SV40 large T antigen 11%, GPR55 activation -0.3%, Rac1 GTP hydrolysis 1%, NTR1 agonist -0.5, T cell HTS inactive, Hep lipid drop -51, LYP inhibition 0%, GPR35 arrestin U2OS 4%, Hep lipid drop cells 6.5 µM 666, T cell HTS vesicle-bound % 46 and NTR1 agonist cell count 20 µM 43.
`COc1ccc(Nc2nccc(OC)c2C#N)cc1` gave GPR55 antagonists 15%, SV40 large T antigen 2%, GPR55 activation 0.2%, Rac1 GTP hydrolysis 5%, NTR1 agonist -0.9, T cell HTS inactive, LYP inhibition -4%, GPR35 arrestin U2OS -14%, T cell HTS vesicle-bound % 26 and NTR1 agonist cell count 20 µM 57.
`Cc1ccc(S(=O)(=O)N2CCN(C(=O)CSc3ccc(Cl)cc3)CC2)cc1` gave GPR55 antagonists -3%, SV40 large T antigen 2%, GPR55 activation -0.2%, Rac1 GTP hydrolysis 7%, NTR1 agonist -0.3, T cell HTS inactive, Hep lipid drop -6, LYP inhibition -5%, GPR35 arrestin U2OS 7%, Hep lipid drop cells 6.5 µM 792, T cell HTS vesicle-bound % 44 and NTR1 agonist cell count 20 µM 44.
`O=C(CCc1nnc(-c2ccccc2)o1)NCC1CCN(C2CCCC2)CC1` gave GPR55 antagonists -1%, SV40 large T antigen 0%, GPR55 activation 0.4%, Rac1 GTP hydrolysis -1%, NTR1 agonist -0.7, T cell HTS inactive, Hep lipid drop 6, LYP inhibition -11%, GPR35 arrestin U2OS 8%, Hep lipid drop cells 6.5 µM 665, T cell HTS vesicle-bound % 6 and NTR1 agonist cell count 20 µM 37.
Screening COc1ccc(-c2noc(CCCC(=O)O)n2)cc1 returned GPR55 antagonists 1%, SV40 large T antigen 16%, GPR55 activation 0.1%, Rac1 GTP hydrolysis 8%, NTR1 agonist -1.2, T cell HTS inactive, Hep lipid drop -6, LYP inhibition -9%, GPR35 arrestin U2OS -3%, Hep lipid drop cells 6.5 µM 703, T cell HTS vesicle-bound % 43 and NTR1 agonist cell count 20 µM 91.
`CC(=O)Nc1sc2c(c1CN1CCN(C)CC1)CCCC2` gave GPR55 antagonists -4%, SV40 large T antigen -1%, GPR55 activation -0.1%, Rac1 GTP hydrolysis 4%, NTR1 agonist 0.6, T cell HTS inactive, LYP inhibition -4%, GPR35 arrestin U2OS 11%, T cell HTS vesicle-bound % 35 and NTR1 agonist cell count 20 µM 62.
`c1ccc2c(c1)CCc1ccccc1C2=C1CCNCC1` gave SV40 large T antigen 13%, Rac1 GTP hydrolysis 12%, NTR1 agonist -0.2, T cell HTS inactive, T cell HTS vesicle-bound % 36 and NTR1 agonist cell count 20 µM 45.
For COc1ccc2c(CC(=O)NCC3CCC(C(=O)O)CC3)cc(=O)oc2c1 (stereo not given) the results were GPR55 antagonists -2%, SV40 large T antigen 6%, GPR55 activation 0.2%, Rac1 GTP hydrolysis 11%, NTR1 agonist 1.0, T cell HTS inactive, LYP inhibition -5%, GPR35 arrestin U2OS -3%, T cell HTS vesicle-bound % 26 and NTR1 agonist cell count 20 µM 27.
Screening O=c1[nH]c(NCCO)nc2c1C1(CCCCC1)Cc1ccccc1-2 returned GPR55 antagonists 6%, SV40 large T antigen 7%, GPR55 activation 0.3%, Rac1 GTP hydrolysis 5%, NTR1 agonist 20, T cell HTS inactive, Hep lipid drop 24, LYP inhibition -4%, GPR35 arrestin U2OS -10%, Hep lipid drop cells 6.5 µM 751, T cell HTS vesicle-bound % 46 and NTR1 agonist cell count 20 µM 49.
Screening Cc1nc(-c2cccs2)sc1C(=O)NN returned GPR55 antagonists -11%, SV40 large T antigen 9%, GPR55 activation -0.2%, Rac1 GTP hydrolysis -1%, NTR1 agonist 0.0, T cell HTS inactive, Hep lipid drop 0, LYP inhibition -7%, GPR35 arrestin U2OS 1%, Hep lipid drop cells 6.5 µM 840, T cell HTS vesicle-bound % 25 and NTR1 agonist cell count 20 µM 47.
Screening COc1ccc(-c2nc3c(n2O)CCc2c-3no[n+]2[O-])cc1 returned GPR55 antagonists 3%, SV40 large T antigen 12%, GPR55 activation -0.1%, Rac1 GTP hydrolysis 7%, NTR1 agonist 1.5, T cell HTS inactive, Hep lipid drop -13, LYP inhibition -7%, GPR35 arrestin U2OS -2%, Hep lipid drop cells 6.5 µM 705, T cell HTS vesicle-bound % 50 and NTR1 agonist cell count 20 µM 58.
For CCc1ccccc1N(CC(=O)NC(C)C)C(=O)CCC(=O)Nc1nccs1 the results were GPR55 antagonists 2%, SV40 large T antigen 6%, GPR55 activation 0.2%, Rac1 GTP hydrolysis -1%, NTR1 agonist -0.6, T cell HTS inactive, Hep lipid drop 15, LYP inhibition -6%, GPR35 arrestin U2OS -10%, Hep lipid drop cells 6.5 µM 846, T cell HTS vesicle-bound % 48 and NTR1 agonist cell count 20 µM 42.
Cc1ccc(Cn2ccnc2SCC(=O)NC2CCCC2)cc1 was read as GPR55 antagonists -14%, SV40 large T antigen -7%, GPR55 activation 0.0%, Rac1 GTP hydrolysis 5%, NTR1 agonist 0.0, T cell HTS inactive, Hep lipid drop -6, LYP inhibition -13%, GPR35 arrestin U2OS 4%, Hep lipid drop cells 6.5 µM 749, T cell HTS vesicle-bound % 74 and NTR1 agonist cell count 20 µM 67.
Cc1cccc(N2CCN(C(=O)/C=C/c3cccs3)CC2C)c1 (stereo not given) was read as GPR55 antagonists 5%, SV40 large T antigen -4%, GPR55 activation -0.5%, Rac1 GTP hydrolysis -6%, NTR1 agonist 0.7, T cell HTS inactive, Hep lipid drop 8, LYP inhibition 0%, GPR35 arrestin U2OS -2%, Hep lipid drop cells 6.5 µM 698, T cell HTS vesicle-bound % 34 and NTR1 agonist cell count 20 µM 49.
For O=C(/C=C/c1cccs1)Nc1ccc(N2CCOCC2)c(S(=O)(=O)Nc2ccccc2Cl)c1 the results were GPR55 antagonists 0%, SV40 large T antigen 1%, GPR55 activation -0.4%, Rac1 GTP hydrolysis 6%, NTR1 agonist 0.5, T cell HTS inactive, Hep lipid drop -18, LYP inhibition 2%, GPR35 arrestin U2OS -9%, Hep lipid drop cells 6.5 µM 632, T cell HTS vesicle-bound % 52 and NTR1 agonist cell count 20 µM 38.
CC(=O)SC(C[N+](=O)[O-])c1cn(C(C)=O)c2ccccc12 (stereo not given) was read as GPR55 antagonists -17%, SV40 large T antigen 28%, Rac1 GTP hydrolysis 19%, NTR1 agonist 13, T cell HTS inactive, LYP inhibition -7%, GPR35 arrestin U2OS 17%, T cell HTS vesicle-bound % 53 and NTR1 agonist cell count 20 µM 42.
Screening Clc1ncccc1-c1nnn(-c2ccccc2)n1 returned GPR55 antagonists 8%, SV40 large T antigen 17%, GPR55 activation 1.5%, Rac1 GTP hydrolysis 6%, NTR1 agonist -0.7, Hep lipid drop -2, LYP inhibition -12%, GPR35 arrestin U2OS -17%, Hep lipid drop cells 6.5 µM 686 and NTR1 agonist cell count 20 µM 94.
For CCC(=O)Nc1ccc2c(c1)nc1n2CCN(CCOC)C1 the results were GPR55 antagonists 14%, SV40 large T antigen 6%, GPR55 activation 0.6%, NTR1 agonist 0.6, T cell HTS inactive, Hep lipid drop 21, LYP inhibition -13%, GPR35 arrestin U2OS -7%, Hep lipid drop cells 6.5 µM 706, T cell HTS vesicle-bound % 29 and NTR1 agonist cell count 20 µM 98.
For N#C/C(=N\Nc1ccccc1[N+](=O)[O-])C(=N)N1CCCCC1 the results were GPR55 antagonists -26%, SV40 large T antigen 10%, GPR55 activation -0.1%, Rac1 GTP hydrolysis 4%, NTR1 agonist -0.3, T cell HTS inactive, Hep lipid drop 2, LYP inhibition -1%, GPR35 arrestin U2OS 7%, Hep lipid drop cells 6.5 µM 673, T cell HTS vesicle-bound % 44 and NTR1 agonist cell count 20 µM 26.
For Cc1cc(S(=O)(=O)N2CCCCC2CCNC(=O)C(=O)NC2CC2)ccc1F (stereo not given) the results were SV40 large T antigen 24%, Rac1 GTP hydrolysis 4%, NTR1 agonist 0.1, T cell HTS inactive, T cell HTS vesicle-bound % 54 and NTR1 agonist cell count 20 µM 53.
`CN(Cc1ccc(F)cc1)Cc1nc(CCc2ccccc2)no1` gave GPR55 antagonists 6%, GPR55 activation 0.3%, Rac1 GTP hydrolysis 10%, NTR1 agonist 1.7, T cell HTS inactive, Hep lipid drop -9, LYP inhibition -5%, GPR35 arrestin U2OS -2%, Hep lipid drop cells 6.5 µM 712, T cell HTS vesicle-bound % 33 and NTR1 agonist cell count 20 µM 66.
`O=C(NCCOC(=O)c1c(F)cccc1Cl)c1c(F)cccc1Cl` gave GPR55 antagonists -4%, SV40 large T antigen 8%, GPR55 activation -0.3%, Rac1 GTP hydrolysis 4%, T cell HTS inactive, Hep lipid drop 6, LYP inhibition -5%, GPR35 arrestin U2OS 3%, Hep lipid drop cells 6.5 µM 711 and T cell HTS vesicle-bound % 24.
For Cc1cc(C)c2nc(N(CCN(C)C)C(=O)c3ccc(S(=O)(=O)N(C)CC4CCCO4)cc3)sc2c1 (stereo not given) the results were GPR55 antagonists 1%, SV40 large T antigen 4%, GPR55 activation -0.2%, Rac1 GTP hydrolysis 5%, NTR1 agonist 1.1, T cell HTS inactive, Hep lipid drop 6, LYP inhibition -1%, GPR35 arrestin U2OS -2%, Hep lipid drop cells 6.5 µM 869, T cell HTS vesicle-bound % 57 and NTR1 agonist cell count 20 µM 61.

Compound activity (PubChem)

No enrichment for hits; about 1.8% have a hit in one of these screens.
